# NCI-60 one-dose screen, 48 h, at 10 µM unless noted. Numbers give growth in % (100 = growth as untreated, 0 = no growth, -100 = all killed).
# SNB-19: SNB-19 CNS cancer cells. actives 2.5% (n = 81,000)
# U251: U251 CNS tumor cells. actives 5.4% (n = 80,000). AID 1794753
# CAKI-1: CAKI-1 renal cancer. actives 4.7% (n = 75,000). AID 1794772
# A498: A498 renal cancer cells | actives 5.4% (n = 76,000) | AID 1794774
# NCI-H23: NCI-H23 lung cancer | actives 4% (n = 80,000) | AID 1794731
# SF-268: SF-268 CNS cancer cells; AID 1794759; actives 3.1% (n = 82,000)
# SNB-75: SNB-75 CNS cancer; actives 5% (n = 79,000); AID 1794750
# SF-295: SF-295 CNS cancer cells. actives 5.6% (n = 79,000)
# SF-539: SF-539 CNS cancer. actives 6.8% (n = 81,000)
# An asterisk follows results filed as active; · = no result given; & = joins results of further samples; [ ] = remark or other dose. Rule for the calls: active = growth percent below 10; inactive = the rest.
SMILES,SNB-19,U251,CAKI-1,A498,NCI-H23,SF-268,SNB-75,SF-295,SF-539
CC1CCCN(CCCCCOc2ccc3oc4ccccc4c(=O)c3c2)C1 (stereo not given),84,63,·,76,75,73,76,73,77
O=Cc1cc(Br)cc(Br)c1O,104,119,116,133,102,100,95,116,105
COc1ccc2cc(C3=CCCC3(C)C(=O)O)ccc2c1 (stereo not given),·,112,119,87,103,111,89,151,112
NC(=O)CCn1c2ccc(-n3ccnc3)cc2c2ccc(CCC(=O)O)cc21,96[100 µM],93[100 µM],·,97[100 µM],90[100 µM],99[100 µM],82[100 µM],103[100 µM],103[100 µM]
NCCCNc1nc2ccccc2c2c(=O)c3cccc(Cl)c3sc12,50,-52*,17,65,45,27,42,27,66
CCOC(=O)Nc1ccccn1,107&116,108&107,101&71,111&107,97&105,109&112,120&104,110&125,100&112
O=C1/C(=C2\SC(=S)N(C3CCCCCCC3)C2=O)SC(=S)N1C1CCCCCCC1,97,95,90,112,104,97,74,99,100
O=C(O)c1ccc(-n2cc(/C=N/Nc3cc(F)ccc3F)c(-c3ccc(F)cc3F)n2)cc1,85,80,55,109,77,78,108,77,81
CC(=O)Nc1nc2[nH]ccc2c(=O)[nH]1,101,98,100,101,106,98,97,103,102
CC(O)C(=O)N(C)c1ccccc1 (stereo not given),112,104,111,122,114,111,87,121,116
CCSc1nc(-c2cccs2)n2nc(-c3ccco3)cc2n1,109,91,86,94,95,102,84,99,100
Cc1ccc(C(=O)O)c([N+](=O)[O-])c1OCc1ccccc1,108,107,98,95,107,108,92,106,99
Cc1ccc(S(=O)(=O)N2CCN(S(=O)(=O)c3oc(-c4ccccc4)nc3C#N)CC2)cc1,79,84,70,88,·,79,93,132,101
Cc1c(-c2nn(-c3ccccc3)cc2/C=N\O)nnn1-c1ccc(Cl)cc1,91,99,94,95,111,98,·,96,102
COc1ccc2nc(-c3cc4c([nH]c5ccccc54)c(-c4cc(OC)c(OC)c(OC)c4)n3)[nH]c2c1,91,79,84,93,42,69,·,58,76
Cc1ccc(NC(=O)N=c2oc3c(C)cccc3cc2-c2cc3ccccc3[nH]2)cc1,96,104,83,111,91,103,87,100,93
CC(=O)OCCCC(CCCOC(C)=O)OC(C)=O,110,104,109,116,95,107,95,·,108
O=C1CCCc2cc(OCC(=O)N3CCCCC3)ccc2N1,100,107,97,114,105,108,101,99,101
Cc1cc(C)c2[nH]c(=O)c3c4ccccc4[nH]c3c2c1,95,106,89,95,88,112,121,90,90
Cc1ccc(S(=O)(=O)c2nc(-c3ccccc3)oc2SCC(=O)Nc2ccc(F)cc2)cc1,33,63,82,100,78,75,82,75,61
COc1cc(Nc2nc3ccccc3cc2C(=O)Nc2ccc(F)cc2)cc(OC)c1OC,72,47,73,·,57,73,70,54,81
O=C(Nc1ccccc1)C1CN(Cc2ccc(C(F)(F)F)cc2)CCS1 (stereo not given),97,99,97,83,93,94,92,100,104
Cc1cc(N=C2NC(=O)/C(=C/C=C\c3ccccc3)S2)no1,63,49,67,87,78,70,101,36,63
COC(=O)[C@H](Cc1ccc(O)cc1)NC(=O)C1(C)CCC[C@]2(C)[C@H]3C[C@H]4C(C(C)C)=C[C@]3(CC[C@@H]12)[C@@H]1C(=O)OC(=O)[C@@H]14 (stereo not given in full),95,94,94,100,102,102,103,95,94
COc1cc(/C=C/C(=O)CC(=O)/C=C/c2ccc(OC(=O)c3cccs3)c(OC)c2)ccc1OC(=O)c1cccs1,113,94,·,99,94,108,102,98,101
COc1cc(C)ccc1Oc1nc(Nc2ccc(N3CCOCC3)cc2)ncc1N=Cc1cc(C(F)(F)F)cc(C(F)(F)F)c1,94,71,·,59,70,69,40,76,74
CC(=O)c1ccc(OCc2ccccc2)c(OCc2ccccc2)c1,99,·,90,49,103,104,89,98,95
N/N=C(/Cc1ccccc1)NNC(N)=S,105,·,96,88,99,97,88,105,99
NC(=O)c1ccc2nc3c(n2c1)C(=O)C(=O)c1ccccc1-3,-98*,-99*,·,-59*,-38*,-70*,-95*,-99*,-98*
CC1(C)O[C@H]2OC3CCC(=O)CC3(O)[C@H]2O1 (stereo not given in full),107,97,101,95,99,99,95,110,105
Cc1cc(Cl)ccc1NC(=O)Nc1ccc2oc(=O)ccc2c1,101,107,101,·,107,112,108,108,107
COc1ccccc1OCC(O)CN1CCN(CC(=O)Nc2c(C)cccc2C)CC1 (stereo not given),102,93,88,111,103,111,91,91,92
CCCCOC(=O)c1ccc(NC(=O)CN2CCOCC2)cc1,91,90,·,88,101,98,95,96,88
Nc1nc(=S)[nH]c(=S)[nH]1,99,98,·,104,92,107,83,·,100
Cc1nc(N)[nH]c(=O)c1CCCNS(=O)(=O)c1ccc(C(=O)CBr)cc1,98,106,102,·,102,102,84,108,102
CCN1C2CCC1/C(=C\c1ccc(OC)cc1OC)C(=O)/C2=C/c1ccc(OC)cc1OC,68,52,76,55,55,81,68,48,74
O=C1CCS(=O)(=O)CC1,106,96,97,101,109,99,94,·,97
COc1cc(-c2n[nH]nc2-c2cccnc2)cc(OC)c1OC,99,99,125,116,99,110,82,98,92
Brc1ncnc2nc[nH]c12,·,113,65,120,93,102,86,95,95
O=C1OC(c2ccccc2)(c2ccc3cc(O)ccc3c2)c2ccccc21 (stereo not given),96,98,65,·,102,106,90,87,109
COc1ccc(NC(=O)/C=C/c2ccccc2)cn1,100,99,102,87,101,104,112,97,100
N#Cc1ccc(NC(=O)Nc2ccc(Cc3ccc(NC(=O)Nc4ccc(C#N)cc4)cc3)cc2)cc1,·,34,48,50,-4.6*,45,83,12,51
COc1cc2c3c(c1O)-c1cc4c(cc1CC3OCC2)OCO4 (stereo not given),96,97,95,99,100,107,82,85,93
COc1c2c(c(CCC(=O)O)c3c1C=CC(C)(C)O3)OC(C)(C)C=C2,106,103,109,104,100,104,97,122,103
O=C1CCC(N2Cc3c(C#CCCCNC(=O)c4ccc(NC(=O)[C@@H]5NC6(CCCCC6)[C@@]6(C(=O)Nc7cc(Cl)ccc76)[C@H]5c5cccc(Cl)c5F)cc4)cccc3C2=O)C(=O)N1 (stereo not given in full),59,55,36,95,74,70,56,55,35

# Another view of some results above.
# Order of values: SNB-19	U251	CAKI-1	A498	NCI-H23	SF-268	SNB-75	SF-295	SF-539
COc1ccc2cc(C3=CCCC3(C)C(=O)O)ccc2c1 (stereo not given)
→ ·	112	119	87	103	111	89	151	112
NC(=O)CCn1c2ccc(-n3ccnc3)cc2c2ccc(CCC(=O)O)cc21
→ 96[100 µM]	93[100 µM]	·	97[100 µM]	90[100 µM]	99[100 µM]	82[100 µM]	103[100 µM]	103[100 µM]
NCCCNc1nc2ccccc2c2c(=O)c3cccc(Cl)c3sc12
→ 50	-52*	17	65	45	27	42	27	66
CCOC(=O)Nc1ccccn1
→ 107&116	108&107	101&71	111&107	97&105	109&112	120&104	110&125	100&112
O=C1/C(=C2\SC(=S)N(C3CCCCCCC3)C2=O)SC(=S)N1C1CCCCCCC1
→ 97	95	90	112	104	97	74	99	100
O=C(O)c1ccc(-n2cc(/C=N/Nc3cc(F)ccc3F)c(-c3ccc(F)cc3F)n2)cc1
→ 85	80	55	109	77	78	108	77	81

# Next section
SMILES,SNB-19,U251,CAKI-1,A498,NCI-H23,SF-268,SNB-75,SF-295,SF-539
COc1ccc(C2=C(Br)C(=O)c3nc(C)ccc3C2=O)cc1,95,94,81,89,88,95,94,105,95
O=[N+]([O-])c1ccc2c(N=Nc3ccc4ccccc4c3O)c(O)cc(S(=O)(=O)O)c2c1,80,58,60,108,101,72,105,102,97
CCOC(=O)C1=C(C)N(c2ccc(C#N)cc2)C2(O)C=CC(O)=C(C#N)C12C#N (stereo not given),101,98,102,116,97,106,84,108,107
COC(=O)[C@@H]1CSCN1C(=O)C1=C(C)NC(=S)NC1c1cccc(O)c1 (stereo not given in full),105,105,69,117,102,123,74,115,110
CC1=NNC(=O)C1CCC(=O)N/N=C(\C)c1ccc2ccccc2c1 (stereo not given),114,109,107,110,104,99,121,323,95
CN(C)N=Nc1nn(C(=O)Nc2ccc(Cc3ccccc3)cc2)c2ccc(Cl)cc12,103,124,95,92,100,100,90,104,108
CC1(C)CC[C@]23CC[C@]4(C)[C@H](CC[C@@H]5[C@H]6C[C@]7(Nc8ccccc8C7=O)C(C)(C)[C@@H]6CC[C@]54C)[C@H]2C1OC3=O,96,102,67,103,102,85,81,107,86
Cc1nc(NCCCN2CCOCC2)c2cnn(-c3ccccc3)c2n1,103,96,96,79,97,92,82,108,95
Cc1ccc2[nH]c(C)c(CC(=O)O)c2c1,103,84,90,101,97,99,92,104,102
CNC(=O)c1c(NC(=O)c2ccc(F)cc2F)sc2c1CCC(=O)C2,19,13,-3.2*,·,5.6*,20,4.8*,-3.8*,-29*
COc1ccc2c(c1)-n1c(C)cc(=O)n1CC(=O)N2,103,102,94,110,97,102,87,109,100
Cc1c(-c2ccccc2)nc(NCCO)c(C#N)c1C#N,95,100,89,98,88,97,89,89,94
O=C(CN(C1CCCCC1)C1CCCCC1)Nc1ccc(S(=O)(=O)c2ccc(NC(=O)CN(C3CCCCC3)C3CCCCC3)cc2)cc1,11,-76*,·,89,-37*,-7.6*,56,14,-90*
C=Cc1cnc(Nc2ccc(OC)cc2)nc1NCCCNC(=O)C1CCC1,58,29,14,47,45,29,-5.1*,60,22
CC(=O)OC(C)c1cccc(C#N)c1 (stereo not given),105,99,101,·,103,103,90,102,101
O=C(NCc1ccccc1)C(F)(F)F,109,103,96,98,106,105,98,119,105
CCOc1cccc(C2CC(=O)Nc3cc4c(cc32)OCO4)c1 (stereo not given),100,85,64,66,78,89,104,76,92
COc1ccc(-n2c(SCC(=O)NNC(=S)NC(=O)c3ccc(Br)cc3)nc3ccc(Cl)cc3c2=O)cc1,94,86,89,101,99,94,·,89,103
CCCCc1oc2ccc([N+](=O)[O-])cc2c1C(=O)c1ccc(C#CC2CC2)cc1,94,94,74,81,82,85,84,96,95
O=C(O)c1ccc2c(c1Sc1ccccc1)C(=O)c1ccccc1C2=O,·,103,84,114,91,101,78,91,85
CCC(C)C(=O)Nc1nc(-c2ccc(S(=O)(=O)N(CC)CC)cc2)cs1 (stereo not given),83,79,89,42,76,84,81,85,86
CC1CC(C)(C)C2=NCCN21 (stereo not given),100&110,93&95,106&117,72&100,111&100,111&111,104&85,104,104&97
CNc1ccc(/C=C/c2c(F)cccc2F)cc1,108,89,90,35,73,82,83,83,85
CC(C)CNc1nc(NCC(C)C)[nH]c(=O)n1,103,89,93,98,97,95,99,95,109
CCCCc1nc(Cl)c(C2C(C#N)=C(N)Oc3n[nH]c(CCC)c32)[nH]1 (stereo not given),106,104,99,99,103,103,103,107,107

# Among those listed so far, these have two or more sulfur atoms:
SMILES,SNB-19,U251,CAKI-1,A498,NCI-H23,SF-268,SNB-75,SF-295,SF-539
O=C1/C(=C2\SC(=S)N(C3CCCCCCC3)C2=O)SC(=S)N1C1CCCCCCC1,97,95,90,112,104,97,74,99,100
CCSc1nc(-c2cccs2)n2nc(-c3ccco3)cc2n1,109,91,86,94,95,102,84,99,100
Cc1ccc(S(=O)(=O)N2CCN(S(=O)(=O)c3oc(-c4ccccc4)nc3C#N)CC2)cc1,79,84,70,88,·,79,93,132,101
Cc1ccc(S(=O)(=O)c2nc(-c3ccccc3)oc2SCC(=O)Nc2ccc(F)cc2)cc1,33,63,82,100,78,75,82,75,61
COc1cc(/C=C/C(=O)CC(=O)/C=C/c2ccc(OC(=O)c3cccs3)c(OC)c2)ccc1OC(=O)c1cccs1,113,94,·,99,94,108,102,98,101
Nc1nc(=S)[nH]c(=S)[nH]1,99,98,·,104,92,107,83,·,100
COC(=O)[C@@H]1CSCN1C(=O)C1=C(C)NC(=S)NC1c1cccc(O)c1 (stereo not given in full),105,105,69,117,102,123,74,115,110
COc1ccc(-n2c(SCC(=O)NNC(=S)NC(=O)c3ccc(Br)cc3)nc3ccc(Cl)cc3c2=O)cc1,94,86,89,101,99,94,·,89,103
CCC(C)C(=O)Nc1nc(-c2ccc(S(=O)(=O)N(CC)CC)cc2)cs1 (stereo not given),83,79,89,42,76,84,81,85,86

# Bioassay records from PubChem BioAssay.
